Rtt109 Vps75: inhibitors of C. albicans Rtt109/Vps75 HAT, primary screen, biochemical, ThioGlo CoA-SH fluorescence, plate reader; 330,000 tested, 0.16% active; Histone acetyltransferase RTT109 (Candida albicans (strain SC5314 / ATCC MYA-2876)), …; AID 540336, 2011; purified Rtt109/Vps75, 4 h; inhibition, % at 34.9 µM;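 active means inhibition of at least 50% in every replicate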
Target sequence (Q5AAJ8 whole entry, looked up): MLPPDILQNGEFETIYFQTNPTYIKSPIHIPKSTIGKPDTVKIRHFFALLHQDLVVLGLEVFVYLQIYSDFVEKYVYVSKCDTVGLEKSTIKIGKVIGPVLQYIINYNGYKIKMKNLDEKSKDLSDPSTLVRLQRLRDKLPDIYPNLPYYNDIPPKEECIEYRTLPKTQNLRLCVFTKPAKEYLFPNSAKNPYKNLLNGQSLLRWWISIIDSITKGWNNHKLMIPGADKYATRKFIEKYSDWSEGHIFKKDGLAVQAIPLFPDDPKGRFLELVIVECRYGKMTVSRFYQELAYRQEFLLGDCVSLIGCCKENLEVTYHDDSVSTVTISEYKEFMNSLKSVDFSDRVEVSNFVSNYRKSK
CAL PDZ FP-1: untagged CAL PDZ binding inhibitors, primary screen, biochemical, fluorescence polarization, HTS; Golgi-associated PDZ and coiled-coil motif-containing protein (Homo sapiens), Q9HD26; 300,000 tested, 0.92% active; inhibition, % at 24.9 µM; purified CAL PDZ, TMR-peptide fluorescence polarization, 1 h; AID 602252, 2012;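 active means mean inhibition of at least 30% with at least half of replicates also reaching 30%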;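 further: 0% = DMSO neutral control and 100% = excess unlabeled competitor peptide PRC23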
PKA-R2B activ: activators of PKA-R2B holoenzyme, primary screen, biochemical, fluorescence polarization, Cy5-IP20, human | cAMP-dependent protein kinase catalytic subunit beta (Homo sapiens) + cAMP-dependent … | activation, % at 11.4 µM | AID 504700, 2011 | PKA-R2B holoenzyme dissociation; R2B truncated from residue 108, S112A mutant; 0% DMSO only, 100% 113 µM cGMP | 340,000 tested, 0.079% active;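 active means activation above a cutoff set at the mean over all compounds plus 3 SD, cut at about 18% in these data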;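 further: higher means more holoenzyme dissociation and a rise in polarization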
Cardiac RTF inh: cardiac RTF calcium sensitivity inhibitors, primary screen, biochemical, IANBD-TnC fluorescence, EC70 calcium; Troponin I, cardiac muscle (Homo sapiens) + Troponin T, cardiac muscle (Homo sapiens) + …; IANBD-labeled cardiac RTF, Ca2+ fluorescence; inhibition, % at 7.15 µM; 340,000 tested, 0.12% active; AID 493244, 2011;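 active means inhibition above the mean inhibition of all tested compounds plus 3 SD, cut at about 17% in these data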;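 further: assay run at fixed EC70 calcium of 1.6 mM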
cardiac RTF act: cardiac RTF calcium sensitivity activators, primary screen, biochemical, IANBD-TnC fluorescence, EC20 calcium; Troponin I, cardiac muscle (Homo sapiens) + Troponin T, cardiac muscle (Homo sapiens) + …; IANBD-labeled TnC RTF fluorescence at EC20 calcium; 0% EC20 calcium, 100% full calcium; activation, % at 7.2 µM; 340,000 tested, 0.24% active; AID 493008, 2010;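 active means activation above the mean over all tested compounds plus 3 SD, cut at about 30% in these data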;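 further: rise in fluorescence read as greater calcium sensitivity of cardiac thin filaments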
DAGLB inh: DAGLB lipase inhibitors, primary screen, biochemical, fluorescence, HTS; HEK293T DAGLB membrane lysate, EnzChek fluorogenic substrate; inhibition, % at 5.17 µM; AID 504411, 2011; Diacylglycerol lipase-beta (Homo sapiens), Q8NCG7; 340,000 tested, 0.059% active; in the data active means inhibition above about 34%;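 further: 0% = enzyme with vehicle and 100% = wells lacking enzyme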
LANA DNA inh: inhibitors of KSHV C-LANA binding to DNA, primary screen, biochemical, fluorescence polarization, FAM-LBS DNA, MBP-C-LANA, single point. Kaposi's sarcoma herpesvirus LANA C-terminal domain (residues 932-1162) DNA binding. inhibition, % at 9 µM. 340,000 tested, 0.078% active;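 active means highest replicate inhibition at or above 60% at 9 µM, even if other replicates fall short; inactive means all replicates below 60% inhibition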;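 further: 0% = neutral control wells and 100% = 4 µM acridine orange control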
SR-BI uptake up: activators of SR-BI mediated DiI-HDL uptake, primary screen, ldlA[mSR-BI] CHO cells, DiI fluorescence; 3 h; 100 = double the neutral-control signal; activation, % at 12.5 µM; 320,000 tested, 0.096% active; AID 504775, 2011;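 active means mean replicate activation of at least 60% and every replicate at or above 60%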;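 further: 0% = median plate neutral-control signal and 100% = twice that signal; values of inactives mirror those of a sister screen read the other way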
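Test system: SR-BI-overexpressing, LDLR-lacking CHO cells; Medium: Ham's F12 with 0.5% BSA, HEPES 25 mM, pH 7.4; Schedule: 3 h, 37 °C; Technique: bottom-read fluorescence, 550/595 nm.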
Keap1-Nrf2 PPI: Keap1-Nrf2 protein-protein interaction inhibitors, primary screen, biochemical, fluorescence polarization, single point; inhibition, % at 9.4 µM; AID 504523, 2011; 340,000 tested, 0.15% active; Keap1 Kelch-Nrf2 peptide fluorescence polarization, 1536-well; Kelch-like ECH-associated protein 1 (Homo sapiens), Q14145; in the data active means inhibition above about 12%;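 further: human Keap1 Kelch domain with fluorescein labeled Nrf2 9mer peptide probe; 0% = neutral control wells and 100% = peptide positive control; higher means more block of Keap1 binding to Nrf2 peptide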
Target sequence (Q14145 whole entry, looked up, the tested form may be a part): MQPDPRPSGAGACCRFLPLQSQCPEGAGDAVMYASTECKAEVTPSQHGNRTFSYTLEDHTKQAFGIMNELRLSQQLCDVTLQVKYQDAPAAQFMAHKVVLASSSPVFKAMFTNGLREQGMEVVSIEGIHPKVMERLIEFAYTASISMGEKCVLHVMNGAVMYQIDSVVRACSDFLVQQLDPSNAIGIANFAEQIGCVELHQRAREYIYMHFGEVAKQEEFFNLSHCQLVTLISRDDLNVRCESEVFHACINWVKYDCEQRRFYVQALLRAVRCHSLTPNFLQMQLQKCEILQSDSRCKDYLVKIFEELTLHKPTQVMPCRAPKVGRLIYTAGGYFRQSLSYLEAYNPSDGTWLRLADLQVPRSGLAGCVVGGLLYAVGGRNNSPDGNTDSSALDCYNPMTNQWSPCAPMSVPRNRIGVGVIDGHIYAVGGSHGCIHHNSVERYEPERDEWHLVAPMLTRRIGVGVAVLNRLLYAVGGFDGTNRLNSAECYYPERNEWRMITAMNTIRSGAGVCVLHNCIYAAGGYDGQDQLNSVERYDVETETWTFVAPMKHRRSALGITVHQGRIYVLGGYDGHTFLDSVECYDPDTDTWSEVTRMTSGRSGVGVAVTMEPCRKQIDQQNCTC
CAL PDZ FP-2: CAL PDZ peptide-binding inhibitors, primary screen, biochemical, fluorescence polarization, Cer-tagged CAL PDZ, HTS. Golgi-associated PDZ and coiled-coil motif-containing protein (Homo sapiens), Q9HD26. purified CAL PDZ, TMR-peptide fluorescence polarization, 1 h. inhibition, % at 20 µM. 330,000 tested, 0.02% active. AID 504414, 2011;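 active means highest replicate inhibition of at least 40%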;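 further: plate controls were DMSO neutral control wells for no effect and unlabeled competitor peptide control wells for full effect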
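Control set: unlabelled peptide and DMSO controls / Material: purified CerCALP PDZ construct / Timing: 1 h incubation at room temperature before polarization reading / Doses: 20 µM, one dose / Detection: fluorescence polarization (mP)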
* = called active by the depositor.

Screening COc1ccc(C(=O)N(CC2CCCO2)C(C(=O)NC2CCCC2)c2ccc(C)cc2)cc1OC (centres undefined) returned Rtt109 Vps75 5, CAL PDZ FP-1 0, PKA-R2B activ 2, Cardiac RTF inh -10, cardiac RTF act 3, DAGLB inh 1, LANA DNA inh -0.4, SR-BI uptake up 13, Keap1-Nrf2 PPI -4 and CAL PDZ FP-2 -1.8.
Cc1nn(-c2ccccc2)c(C)c1NC(=O)COC(=O)c1ccccc1 was read as Rtt109 Vps75 -1, CAL PDZ FP-1 -3, PKA-R2B activ -4, Cardiac RTF inh -5, cardiac RTF act 0, DAGLB inh 2, LANA DNA inh 0.0, SR-BI uptake up 11, Keap1-Nrf2 PPI -1 and CAL PDZ FP-2 -0.9.
CC1CCN(C(=O)c2[nH]cnc2C(=O)N[C@@H](C)C(=O)OC(C)(C)C)CC1 was read as Rtt109 Vps75 4, CAL PDZ FP-1 -8, PKA-R2B activ 2, Cardiac RTF inh -13, cardiac RTF act -8, DAGLB inh 0, LANA DNA inh 1.2, SR-BI uptake up 12, Keap1-Nrf2 PPI 4 and CAL PDZ FP-2 -0.4.
`CCOC(=O)c1c(C)[nH]c(C(=O)COC(=O)CSC)c1C` gave Rtt109 Vps75 7, CAL PDZ FP-1 -1, PKA-R2B activ 6, Cardiac RTF inh -10, cardiac RTF act 2, DAGLB inh 1, LANA DNA inh -0.7, SR-BI uptake up 36, Keap1-Nrf2 PPI -7 and CAL PDZ FP-2 -1.1.
Cc1cc(N2CCC(C(=O)Nc3ccc(F)cc3)CC2)nc(-c2ccccc2)n1 was read as Rtt109 Vps75 17, PKA-R2B activ -2, Cardiac RTF inh 0, cardiac RTF act -7, DAGLB inh -2, LANA DNA inh -0.5, SR-BI uptake up -8, Keap1-Nrf2 PPI -2 and CAL PDZ FP-2 0.2.
Screening O=C(CSc1nc2ccccc2[nH]1)Nc1ccc2c(c1)OCCO2 returned Rtt109 Vps75 -3, CAL PDZ FP-1 -3, PKA-R2B activ -2, Cardiac RTF inh -6, cardiac RTF act 4, DAGLB inh -1, LANA DNA inh 2.3, SR-BI uptake up 10, Keap1-Nrf2 PPI -3 and CAL PDZ FP-2 -1.5.
For Cc1ccc(C)c2[nH]c(=O)c(CCNC(=O)c3ccc(S(=O)(=O)N(C)C)cc3)cc12 the results were Rtt109 Vps75 -10, PKA-R2B activ 6, Cardiac RTF inh -13, cardiac RTF act 3, DAGLB inh 0, LANA DNA inh 0.3, Keap1-Nrf2 PPI -4 and CAL PDZ FP-2 -1.8.
For COc1ccc(Br)cc1C(C[N+](=O)[O-])c1c(N)n(C)c(=O)n(C)c1=O (centres undefined) the results were Rtt109 Vps75 4, CAL PDZ FP-1 -4, PKA-R2B activ -1, Cardiac RTF inh -4, cardiac RTF act 8, DAGLB inh 0, LANA DNA inh -1.1, SR-BI uptake up 11, Keap1-Nrf2 PPI -1 and CAL PDZ FP-2 0.1.
COc1ccc(NC(=O)C(CC(=O)O)Cc2ccc(C)cc2)cc1 (centres undefined) was read as Rtt109 Vps75 -1, CAL PDZ FP-1 6, PKA-R2B activ 2, Cardiac RTF inh 1, cardiac RTF act 8, DAGLB inh 3, LANA DNA inh -0.7, SR-BI uptake up 9, Keap1-Nrf2 PPI -3 and CAL PDZ FP-2 -0.3.
Cc1ccc(S(=O)(=O)N/N=C\c2cc3c(cc2[N+](=O)[O-])OCO3)cc1 was read as Rtt109 Vps75 0, CAL PDZ FP-1 -1, PKA-R2B activ 10, Cardiac RTF inh -6, cardiac RTF act 1, DAGLB inh 1, LANA DNA inh -0.1, SR-BI uptake up 1, Keap1-Nrf2 PPI -1 and CAL PDZ FP-2 -0.4.
`OCCN1CCN(c2nc(N3CCCCC3)nc(N3CCCCC3)n2)CC1` gave Rtt109 Vps75 4, CAL PDZ FP-1 -3, PKA-R2B activ 2, Cardiac RTF inh -3, cardiac RTF act 5, DAGLB inh 0, LANA DNA inh -1.2, SR-BI uptake up 9, Keap1-Nrf2 PPI -2 and CAL PDZ FP-2 -3.3.
CC(=O)c1cccc(NC(=O)C2CC(=O)N(c3cccc(C)c3C)C2)c1 (centres undefined) was read as Rtt109 Vps75 -6, CAL PDZ FP-1 -1, PKA-R2B activ -3, Cardiac RTF inh -9, cardiac RTF act -4, DAGLB inh 0, LANA DNA inh 0.3, SR-BI uptake up -6, Keap1-Nrf2 PPI -3 and CAL PDZ FP-2 -1.0.
Screening O=C(C[n+]1ccc(/C=N/O)cc1)N(Cc1ccccc1)Cc1ccccc1 returned Rtt109 Vps75 1, CAL PDZ FP-1 -2, PKA-R2B activ -8, Cardiac RTF inh -5, cardiac RTF act 2, DAGLB inh 0, LANA DNA inh -0.2, SR-BI uptake up 1, Keap1-Nrf2 PPI -1 and CAL PDZ FP-2 -0.2.
`COc1ccccc1-c1c(C)c(C)nc(N)c1C#N` gave Rtt109 Vps75 6, CAL PDZ FP-1 0, PKA-R2B activ -2, Cardiac RTF inh -14, cardiac RTF act 1, DAGLB inh -2, LANA DNA inh -0.2, SR-BI uptake up 15, Keap1-Nrf2 PPI -2 and CAL PDZ FP-2 -1.4.
Screening COc1ccc(NC(=O)c2cc(-c3cccc(OC)c3)on2)cc1 returned Rtt109 Vps75 -9, CAL PDZ FP-1 -2, PKA-R2B activ -3, Cardiac RTF inh -9, cardiac RTF act -6, DAGLB inh -4, LANA DNA inh -1.2, Keap1-Nrf2 PPI -3 and CAL PDZ FP-2 -2.7.
Screening O=C(Cn1cc2c(n1)CCCCC2)NC1CCN(Cc2ccccc2)CC1 returned Rtt109 Vps75 -9, PKA-R2B activ 1, Cardiac RTF inh -6, cardiac RTF act 1, DAGLB inh -3, LANA DNA inh 2.0, SR-BI uptake up -4, Keap1-Nrf2 PPI 0 and CAL PDZ FP-2 0.3.
For Cc1cc2nc(C)n(CCCNC(=O)Nc3ccccc3)c2cc1C the results were Rtt109 Vps75 11, CAL PDZ FP-1 -2, PKA-R2B activ 17, Cardiac RTF inh 6, cardiac RTF act -2, DAGLB inh 1, LANA DNA inh 0.2, SR-BI uptake up 24, Keap1-Nrf2 PPI -2 and CAL PDZ FP-2 -1.2.
`CCc1ccc(OCC(=O)N/N=C(\C)c2ccc(OC(F)F)cc2)cc1` gave Rtt109 Vps75 12, CAL PDZ FP-1 -5, PKA-R2B activ -10, Cardiac RTF inh -3, cardiac RTF act 6, DAGLB inh -3, LANA DNA inh 4.9, SR-BI uptake up -13, Keap1-Nrf2 PPI 3 and CAL PDZ FP-2 -0.6.
Screening COc1cccc(NC(=O)CN2C(=O)NC3(CCCc4ccccc43)C2=O)c1 (centres undefined) returned Rtt109 Vps75 0, PKA-R2B activ 3, Cardiac RTF inh -5, cardiac RTF act 1, DAGLB inh 0, LANA DNA inh -0.8, SR-BI uptake up 3, Keap1-Nrf2 PPI -8 and CAL PDZ FP-2 -1.5.
`CCOC(=O)c1c(NC(=O)COC(=O)C2CCC2)sc(C(=O)N(C)C)c1C` gave Rtt109 Vps75 0, CAL PDZ FP-1 -4, PKA-R2B activ 8, Cardiac RTF inh -10, cardiac RTF act 2, DAGLB inh -6, LANA DNA inh -3.3, SR-BI uptake up 1, Keap1-Nrf2 PPI -5 and CAL PDZ FP-2 -2.9.

No new results follow: two of the compounds above.
Screening O=C(CSc1nc2ccccc2[nH]1)Nc1ccc2c(c1)OCCO2 returned Rtt109 Vps75 -3, CAL PDZ FP-1 -3, PKA-R2B activ -2, Cardiac RTF inh -6, cardiac RTF act 4, DAGLB inh -1, LANA DNA inh 2.3, SR-BI uptake up 10, Keap1-Nrf2 PPI -3 and CAL PDZ FP-2 -1.5.
For Cc1ccc(C)c2[nH]c(=O)c(CCNC(=O)c3ccc(S(=O)(=O)N(C)C)cc3)cc12 the results were Rtt109 Vps75 -10, PKA-R2B activ 6, Cardiac RTF inh -13, cardiac RTF act 3, DAGLB inh 0, LANA DNA inh 0.3, Keap1-Nrf2 PPI -4 and CAL PDZ FP-2 -1.8.

Additional results.
For CC(=O)Nc1cccc(-c2cc(C)c3cc4c(cc3n2)OCO4)c1 the results were Rtt109 Vps75 9, CAL PDZ FP-1 -10, PKA-R2B activ 0, Cardiac RTF inh -7, cardiac RTF act -3, DAGLB inh -6, LANA DNA inh -6.0, SR-BI uptake up -55, Keap1-Nrf2 PPI 3 and CAL PDZ FP-2 -2.6.
For COc1cccc(NC=C2C(=O)OC3(CCCCC3)OC2=O)c1 the results were Rtt109 Vps75 -3, CAL PDZ FP-1 -7, PKA-R2B activ 7, Cardiac RTF inh -4, cardiac RTF act -5, DAGLB inh 2, LANA DNA inh -2.8, SR-BI uptake up -5, Keap1-Nrf2 PPI -3 and CAL PDZ FP-2 -0.9.
`Cc1ccc(S(=O)(=O)/N=C(/Nc2c(C)cccc2C)c2ccccc2)cc1` gave Rtt109 Vps75 3, CAL PDZ FP-1 6, PKA-R2B activ 14, Cardiac RTF inh -6, cardiac RTF act 4, DAGLB inh -2, LANA DNA inh 1.0, Keap1-Nrf2 PPI 4 and CAL PDZ FP-2 -2.4.
For O=C(N/N=C1\NC(=O)C(CO)(CO)S1)c1ccccc1 the results were Rtt109 Vps75 3, CAL PDZ FP-1 0, PKA-R2B activ 3, Cardiac RTF inh 4, cardiac RTF act -4, DAGLB inh -4, LANA DNA inh -1.3, SR-BI uptake up 10, Keap1-Nrf2 PPI 0 and CAL PDZ FP-2 0.3.
For N#Cc1ncc(-c2ccc3c(c2)OCCOCCOCCOCCO3)nc1C#N the results were Rtt109 Vps75 6, CAL PDZ FP-1 0, PKA-R2B activ -4, Cardiac RTF inh -9, cardiac RTF act 5, DAGLB inh 0, LANA DNA inh 0.4, SR-BI uptake up 22, Keap1-Nrf2 PPI 4 and CAL PDZ FP-2 -2.7.
Screening CCOC(=S)SCC(=O)Nc1nc(-c2ccccc2)cs1 returned Rtt109 Vps75 -1, CAL PDZ FP-1 11, PKA-R2B activ -2, Cardiac RTF inh -10, cardiac RTF act 9, DAGLB inh -7, LANA DNA inh 1.1, SR-BI uptake up 3, Keap1-Nrf2 PPI -3 and CAL PDZ FP-2 -1.5.

Screens: PubChem BioAssay, several laboratories
